Screening data from PubChem.
Cardio protect: myocardial damage modulation in H9c2 cells; H9c2 cardiomyocytes, H2O2 injury protection, ATPLite, 2 h; protection from H2O2 cell death, % at 20 µM; hit rate 0.63% among 360,000;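 active = compounds giving at least 50% protection of heart cells from peroxide-induced death in the single-dose screen, raw or plate-pattern-corrected value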;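 also: 0% = DMSO wells with peroxide and 100% = DMSO wells without peroxide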
TLR9-MyD88 inh: inhibitors of human TLR9-MyD88 binding; CHO BLA complementation TLR9-MyD88, CCF4 FRET ratio; inhibition, % at 4.98 µM; hit rate 0.21% among 340,000; AID 504734;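 active = inhibition above the mean over all tested compounds plus 3 SD, cut at about 21% in these data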;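 also: 0% = DMSO only wells and 100% = clavulanate BLA inhibitor control wells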
NOD2-RIPK2 inh: NOD2-RIPK2 protein interaction inhibition | CHO BLA complementation NOD2-RIPK2, CCF4 ratio | AID 624267 | hit rate 0.38% among 360,000 | inhibition, % at 4.98 µM; in the data active = inhibition above about 21%;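 also: 0% = vehicle only and 100% = reference blocker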
Target sequence (O43353 whole entry, looked up): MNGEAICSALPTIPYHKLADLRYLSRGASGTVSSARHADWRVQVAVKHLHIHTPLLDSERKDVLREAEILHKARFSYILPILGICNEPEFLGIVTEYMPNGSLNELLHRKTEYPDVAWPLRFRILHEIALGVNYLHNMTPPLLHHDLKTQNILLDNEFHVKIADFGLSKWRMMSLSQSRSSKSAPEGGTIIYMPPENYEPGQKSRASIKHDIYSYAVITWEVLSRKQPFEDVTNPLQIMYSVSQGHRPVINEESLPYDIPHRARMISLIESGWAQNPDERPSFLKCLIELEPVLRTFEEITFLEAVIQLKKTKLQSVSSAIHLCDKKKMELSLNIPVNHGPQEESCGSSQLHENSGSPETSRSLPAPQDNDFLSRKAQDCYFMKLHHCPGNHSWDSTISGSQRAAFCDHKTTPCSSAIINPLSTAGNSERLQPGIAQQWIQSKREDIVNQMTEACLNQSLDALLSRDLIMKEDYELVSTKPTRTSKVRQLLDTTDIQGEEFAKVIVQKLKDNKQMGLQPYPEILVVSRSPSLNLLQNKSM
m5-HT2A agonist: agonists of mouse serotonin 5-HT2A receptor (HTR2A) | CHO-K1 mHTR2A beta-arrestin complementation, luminescence; percent of 30 µM serotonin response | hit rate 0.66% among 360,000 | activation, % at 7.6 µM;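 active = activation above a run cutoff, the mean activation of all tested compounds plus 3 SD, cut at about 14% in these data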;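 also: 0% = plate median of compound wells and 100% = 30 µM serotonin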
Glyco luc inh: blocks N-linked glycosylation in D54 reporter cells; D54 ERlucT glycosylation luciferase reporter, 24 h; percent of 100 nM tunicamycin response; reporter increase, % at 12.5 µM; hit rate 0.23% among 360,000; AID 588692;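 active = mean luciferase reporter signal, scaled so untreated is 0 and the glycosylation-blocking control 100, at or above a set limit in every replicate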;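 also: luciferase carries N-glycosylation sites so blocking glycosylation raises the light; 0% = median of neutral control wells and 100% = median of 100 nM tunicamycin wells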
MC4R antagonist: blocks human MC4R cAMP signaling. P32245. MC4R-expressing cells, MTII-stimulated cAMP, LANCE TR-FRET. inhibition, % at 6.5 µM. hit rate 0.48% among 360,000;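 active = inhibition above its plate's cutoff, the mean of tested wells on that plate plus 3 SD, cut at about 29% in these data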;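 also: 0% = Melanotan II alone and 100% = Melanotan II plus saturating MCL0020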
Target sequence (P32245 whole entry, looked up): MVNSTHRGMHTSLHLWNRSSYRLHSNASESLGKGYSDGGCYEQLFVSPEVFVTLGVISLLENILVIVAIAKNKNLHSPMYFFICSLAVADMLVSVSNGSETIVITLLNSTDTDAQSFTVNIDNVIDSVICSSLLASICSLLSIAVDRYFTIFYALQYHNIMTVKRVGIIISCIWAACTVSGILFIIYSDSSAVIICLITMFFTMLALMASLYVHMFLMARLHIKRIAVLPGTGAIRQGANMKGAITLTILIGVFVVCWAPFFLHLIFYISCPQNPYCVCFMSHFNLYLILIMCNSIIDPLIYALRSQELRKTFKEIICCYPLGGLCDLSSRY
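Assay system: U2OS cells stably expressing human melanocortin 4 receptor (MC4R) / Dosing: 6.5 µM / Timing: compound 30 min, challenge 1 h, detection 1 h / Measured by: Eu-cAMP/anti-cAMP TR-FRET, emission 671 nm / Replicates: singlicate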
MC4R ag barr: human MC4R agonism via beta-arrestin. U2OS MC4R beta-arrestin complementation, luminescence; percent of melanotan II response, DMSO zero. activation, % at 8.9 µM. hit rate 0.98% among 360,000;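 active = activation above a per-plate cutoff, the mean activation of sample wells on that plate plus 3 SD, cut at about 8% in these data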
SRC2 inh: human SRC2 (NCOA2) inhibition | Q15596 | hit rate 0.17% among 370,000 | HEK293 GAL4-SRC2 luciferase reporter, luminescence | inhibition, % at 9 µM;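 active = inhibition above the mean inhibition of all tested compounds plus 3 SD, set per campaign, cut at about 52% in these data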;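 also: 0% = DMSO treated cells and 100% = cells given Gossypol at 36 µM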
ABHD5 PLIN5 PPI: ABHD5-PLIN5 protein interaction inhibition | Split G. princeps luciferase complementation, luminescence, 4 h | inhibition, % at 4 µM | hit rate 0.78% among 360,000 | AID 602281;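 active = inhibition above the mean inhibition across every tested compound plus 3 SD, cut at about 22% in these data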;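 also: 0% = DMSO only wells and the 100% control is not disclosed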
ABCB6 inh MLPCN: human ABCB6 transporter inhibition; Q9NP58; K562-ABCB6 porphyrin accumulation, flow cytometry, 1 h; active compounds read low; fluorescence ratio to DMSO, % at 10 µM; hit rate 0.19% among 360,000;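 active = fluorescence ratio to DMSO below 75%, the collection mean minus 3 SD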;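 also: signal is porphyrin accumulated inside mitochondria; 100% equals median channel fluorescence of DMSO control wells; lower ratio means ABCB6 inhibition with less porphyrin fluorescence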
An asterisk follows results filed as active; nt = not tested or not shown. Not all compounds are listed (hit frequency here may not be typical).

SMILES	Cardio protect	TLR9-MyD88 inh	NOD2-RIPK2 inh	m5-HT2A agonist	Glyco luc inh	MC4R antagonist	MC4R ag barr	SRC2 inh	ABHD5 PLIN5 PPI	ABCB6 inh MLPCN
CCN1CCN(S(=O)(=O)c2cccc([N+](=O)[O-])c2)CC1	-2	-3	0	-2	2	-1	0.3	-4	-1	100
O=C(Nc1ccnn1C1CCN(CC(O)CO)CC1)C1CCCC1 (stereo not given)	0	-10	2	4	1	-3	-4.5	-2	4	98
Cc1cc(=O)[nH]c(CN2CCC(c3ccccc3)CC2)n1	-3	nt	-11	-1	-1	8	-0.8	-30	2	105
Cc1c(Cl)cccc1N1C(=O)C(N2C(=O)c3cccc([N+](=O)[O-])c3C2=O)C1c1cccs1 (stereo not given)	-4	-3	4	0	2	35*	-4.4	nt	-2	103
O=C(Nc1ccn(CCCN2CCN(Cc3cccc4ccccc34)CC2)c(=O)n1)OCc1ccccc1	-21	-11	14	-7	-3	-3	1.2	-10	6	104
Cc1ccc(CNC(=O)c2cnc3ccccc3n2)cc1	-6	6	-7	-8	0	-3	1.2	-29	3	105
CC(C)(C)c1ccc(C2C(C#N)=C(N)Oc3n[nH]c(-c4cccnc4)c32)cc1 (stereo not given)	-8	2	-9	-5	12	11	7.4	9	-8	95
CCOc1ccccc1OCC(=O)NCc1ccco1	0	1	-3	-3	1	5	-0.2	9	5	98
CCCC1C(=O)Nc2ccccc2N1C(=O)c1ccc(C(C)(C)C)cc1 (stereo not given)	-16	-1	2	4	-3	11	3.1	-18	-11	91
Cc1ccccc1OCCC(=O)Nc1ccccc1C(=O)NC1CC1	-2	0	-7	6	0	4	-0.2	7	-1	91
NC(=O)CC1C(=O)N(c2ccc(Cl)cc2)C(=S)N1NC(=O)c1cccc(F)c1 (stereo not given)	0	-8	-6	7	0	-2	0.8	-2	7	94
CN(C)c1ccc(N/C(N)=N/c2nc(C(F)(F)F)cc(C(F)(F)F)n2)cc1	-15	-16	-7	3	1	-12	1.7	2	12	105
Cc1cc(C=C2C(=O)CCCC2=O)c(C)n1-c1ccccc1	10	2	-4	1	-3	22	1.7	7	6	102
O=C(Nc1nnc(SCC(=O)N2CCCC2)s1)C1CC(=O)N(c2ccccc2)C1 (stereo not given)	-2	2	1	-5	-1	4	-3.2	3	-3	102
CCCNC(=O)c1onc(CSc2ccc(F)cc2)c1C(=O)NCCOC	0	-2	-3	-4	5	1	0.5	13	2	100
O=[N+]([O-])c1ccc(N2CCN(S(=O)(=O)c3ccc(Cl)cc3)CC2)cc1NCC1CCCO1 (stereo not given)	2	9	-13	1	0	4	1.1	11	1	96
O=C(Nc1ncn[nH]1)c1ccc(Cl)c(Cl)c1	20	-1	-1	-2	3	3	-2.6	-4	4	95
CCOC(=O)c1nc(Nc2ccc(C)cc2)c2ccccc2n1	2	-6	3	-3	-1	-1	3.6	-1	3	90
CC(=O)N1CCN(CC(=O)Nc2cccc(S(=O)(=O)N3CCCCC3)c2)CC1	3	-9	-3	-2	0	3	0.1	-5	8	103
CCCCN(C(=O)CC1CCCC1)c1c(N)n(CCC)c(=O)[nH]c1=O	-2	4	-2	-1	0	19	-0.7	12	0	99
Cc1nc2cc(NC(=O)Nc3ccc(N4CCOCC4)cc3)ccc2n1C	7	9	-2	0	1	-12	0.3	-5	1	101
Cc1ccsc1C(=O)N1CCCC(CCC(=O)NCc2ccc(F)c(F)c2)C1 (stereo not given)	0	7	-8	0	1	-2	-1.2	2	0	94
O=C(COc1ccc(C2SCCS2)cc1)Nc1ccc(Cl)cc1	-4	3	11	-1	1	10	-1.4	8	-2	98
CCOC(=O)C1=C(N)OC2=C(C(=O)CCC2)C1c1ccccc1OC (stereo not given)	7	-5	-8	-4	0	18	-1.5	-9	8	108
CC(=O)Nc1ccc(S(=O)(=O)NCC(=O)OCC(=O)N2CCCCCC2)cc1	11	0	-5	3	3	2	-0.9	10	6	89

(more compounds)
SMILES	Cardio protect	TLR9-MyD88 inh	NOD2-RIPK2 inh	m5-HT2A agonist	Glyco luc inh	MC4R antagonist	MC4R ag barr	SRC2 inh	ABHD5 PLIN5 PPI	ABCB6 inh MLPCN
CCOC(=O)N1CCN(Cc2nc3cc(NC(=O)CC(C)C)ccc3n2CC)CC1	-4	8	-2	-4	6	-12	-0.5	-37	-1	103
Cc1ccc(NC(=O)CC(C)N2CCCC2)cc1 (stereo not given)	3	6	-9	-2	1	16	-1.2	9	0	88
O=C(c1ccc(C(F)(F)F)cc1)N1CCC(=O)N(C(CO)Cc2ccccc2)CC1 (stereo not given)	-5	7	2	4	1	4	0.7	-12	5	103
O=C(CN1CCN(c2ccccn2)CC1)Nc1ccc(F)c(F)c1	-1	-19	-4	10	3	9	1.3	7	2	100
Cn1c(/C=C/c2cccc([N+](=O)[O-])c2)c([N+](=O)[O-])c(=O)n(C)c1=O	14	-4	1	1	-11	-1	-1.8	40	22	93
O=C(CN1CCC(n2nnc3cc(F)ccc32)CC1)Nc1ccc2c(c1)CCC2	19	11	6	-4	-3	4	-1.4	9	7	96
Cc1cc(C)cc(NC(=O)CSc2nnc(CN3CCOCC3)n2C)c1	2	4	-4	8	0	3	3.8	12	-6	93
O=C(OCc1cn([C@@H]2C[C@H](c3ccc(Cl)cc3)N(C(=O)C3CCCCC3)C[C@H]2O)nn1)c1ccccc1	0	-5	5	0	0	10	0.1	-16	-3	100
O=C(CSc1nnc(-c2ccco2)n1Cc1ccco1)Nc1ccccc1	2	0	0	-1	-2	4	-0.1	-15	3	106
O=C(CN(Cc1ccc(F)cc1)C(=O)c1ccco1)NCc1ccc(F)cc1	1	2	-6	8	2	5	-1.3	8	-1	101
Nc1cc([N+](=O)[O-])ccc1OCc1ccccc1	-8	-12	-2	11	-2	-2	0.5	-58	-9	92
COc1ccccc1NS(=O)(=O)c1ccc(C)c(NC(=O)NC2CCCCC2)c1	6	6	-7	0	-5	7	0.3	-9	5	88
O=C(Nc1ccc(F)cc1)C(=O)C1C(=O)Nc2ccccc21 (stereo not given)	3	-2	7	0	2	7	-0.1	-13	3	100
CC(=O)c1cccc(NS(=O)(=O)c2c(C)noc2C)c1	0	-6	-3	-1	1	1	-1.2	-12	-4	99
N#C/C(=C\c1ccc(N2CCOCC2)o1)c1nc2ccccc2[nH]1	-20	9	3	0	-8	-14	-1.2	-26	24*	105
Cc1ccc(S(=O)(=O)N2CCN(C(=O)CCCOc3cccc(C)c3)CC2)cc1	-6	-3	-3	1	2	13	-4.2	-24	-6	99
CCCCC(=O)Nc1ccc(NC(=O)C2CC2)nc1	3	-1	0	7	0	-1	-1.7	-36	3	91
Cc1cccc(NS(=O)(=O)c2cccc(C(=O)N3CCN(S(=O)(=O)c4ccccc4)CC3)c2)c1	1	-7	2	-3	-5	12	-4.8	-3	0	103
CCN1CCN(CC(=O)Nc2ccc(C)cc2C)C(=O)C1=O	2	-17	-7	8	1	5	0.2	5	-3	102
O=C(COC(=O)/C=C/c1ccco1)NCc1ccco1	0	8	-5	1	-1	4	-1.8	-6	3	105
COc1cccc(C(O)c2ncc(-c3cccc(F)c3)[nH]2)c1 (stereo not given)	-4	nt	8	-2	1	3	-1.6	12	1	102
Cc1cc(C)c(S(=O)(=O)Nc2cnc3ccccc3c2)c(C)c1	-10	1	-5	-6	0	15	-1.5	6	1	96
Brc1ccc(-c2ncc(-c3ccccc3)cn2)cc1	-15	-14	2	8	-13	2	-2.2	-25	-2	95
O=C(Nc1cccc(C(F)(F)F)c1)C1Cc2c(-c3ccccc3)ccnc2O1 (stereo not given)	-6	nt	5	-1	1	-2	3.9	9	-10	97
CC(NC(=O)c1ccc(NC(=O)CC2SC(N3CCCC3)=NC2=O)cc1)c1ccccc1 (stereo not given)	14	-5	4	-1	-1	-2	-0.2	-7	4	98

(cont.)
SMILES	Cardio protect	TLR9-MyD88 inh	NOD2-RIPK2 inh	m5-HT2A agonist	Glyco luc inh	MC4R antagonist	MC4R ag barr	SRC2 inh	ABHD5 PLIN5 PPI	ABCB6 inh MLPCN
O=C(O)/C(=C\c1ccc(Br)cc1)NC(=O)c1cccs1	-2	11	-5	-5	-1	1	2.5	-4	0	100
Cn1ncc2c(Nc3cccc(C(=O)O)c3)ncnc21	3	-3	2	1	1	-2	-1.1	-24	0	93
Cn1ccnc1SCC(=O)NC1CCCCC1	0	-8	-7	-4	2	2	-0.8	-35	0	100
Cc1ccc(S(=O)(=O)N(C)CC(=O)N2CC(C)OC(C)C2)cc1 (stereo not given)	-4	6	0	10	nt	5	-0.8	-12	2	90
CCN(CC(=O)NCc1ccc(Cl)cc1)C(=O)CSc1ccccc1	-5	-1	2	6	-3	6	-4.2	5	-10	104
O=C(CSc1ccc(Cl)cc1)NC(=O)NC1CCCC1	-3	3	5	-4	4	0	-0.9	-11	-13	85
CC1=C(c2ccccc2)C=NNCC1=O	-4	-2	-17	-4	0	10	-0.6	-7	-13	99
NS(=O)(=O)c1ccc(NS(=O)(=O)c2ccc(NC(=S)Nc3ccccc3)cc2)cc1	-4	-11	0	-2	0	-6	-1.2	-22	-2	97
c1ccc2[nH]c(C3CC3)nc2c1	-2	-16	-7	-2	1	-4	-4.0	-11	-2	103
COc1ccc(NC(=O)N2CCCC2C(=O)Nc2ccc(C)cc2C)cc1 (stereo not given)	0	-3	-2	-7	2	5	-2.4	5	-9	96
Cc1cc(NS(=O)(=O)c2ccc(NC(=O)c3ccc([N+](=O)[O-])s3)cc2)nc(C)n1	-3	-8	-2	3	-5	10	-0.1	19	-2	97
C#CCOCCOCCOCCNc1nc(N2CCN(C(=O)Cn3cc(CCO)nn3)CC2)nc(N2CCN(C(=O)[C@H]([C@@H](C)CC)n3cc(CCCCN)nn3)CC2)n1	2	-7	4	-4	5	1	-1.1	-81	1	98
COCCn1c(SCC#N)nnc1-c1ccc(OC)cc1	3	-4	-9	0	-2	-8	1.2	-26	5	98
CC(NC(=O)c1cccc(S(=O)(=O)N2CCN(C)CC2)c1)C1CC2CCC1C2 (stereo not given)	3	-1	4	1	-1	-3	-1.2	17	1	102
CC(C)c1ccc(S(=O)(=O)N2CCN(C(C)C(=O)Nc3ccccc3-c3ccccc3)CC2)cc1 (stereo not given)	-9	-6	-11	-5	-10	3	-1.4	2	-7	93
Cc1nc2ncnn2c(C)c1CCC(=O)N1CCOCC1	3	1	5	-1	0	4	0.0	-4	-3	97
CC1CCN(C(=O)CN(Cc2ccc(Cl)cc2)S(C)(=O)=O)CC1	1	-9	5	4	-1	15	1.8	-11	-7	97
Cn1c(=O)c2c(-c3ccccc3)n(-c3cccc(O)c3)cc2n(C)c1=O	34	nt	-2	3	5	nt	nt	-13	1	93
